Source: PubChem (National Center for Advancing Translational Sciences (NCATS))
D2 antag: D2 dopamine receptor (human) antagonism; HEK293 TREx D2 cells, calcium flux, dopamine EC80; 340,000 compounds, 2% hits; P14416; inhibition, % at 10 µM; AID 485344; in the data active means inhibition above about 30%; further: 0% is about no effect
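In this primary screen, negative modulation is detected by tracking calcium flux after an EC80 dopamine challenge in inducible HEK293 T-REx D2 cells preexposed to test compound for 180 s.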
PI4K2A block: inhibitors of human PI4K2A | Q9BTU6 | purified PI4K2A, ADP-Glo luminescence, 1 h; stronger effect = lower value | activity change, negative = inhibition, % at 76.9 µM | 420,000 compounds, 0.13% hits | AID 1346378; in the data active means activity change below about -50%; inconclusive means mostly about -30% to -49%;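 further: -100% = wells without enzyme as full effect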
Target sequence (Q9BTU6 whole entry, looked up): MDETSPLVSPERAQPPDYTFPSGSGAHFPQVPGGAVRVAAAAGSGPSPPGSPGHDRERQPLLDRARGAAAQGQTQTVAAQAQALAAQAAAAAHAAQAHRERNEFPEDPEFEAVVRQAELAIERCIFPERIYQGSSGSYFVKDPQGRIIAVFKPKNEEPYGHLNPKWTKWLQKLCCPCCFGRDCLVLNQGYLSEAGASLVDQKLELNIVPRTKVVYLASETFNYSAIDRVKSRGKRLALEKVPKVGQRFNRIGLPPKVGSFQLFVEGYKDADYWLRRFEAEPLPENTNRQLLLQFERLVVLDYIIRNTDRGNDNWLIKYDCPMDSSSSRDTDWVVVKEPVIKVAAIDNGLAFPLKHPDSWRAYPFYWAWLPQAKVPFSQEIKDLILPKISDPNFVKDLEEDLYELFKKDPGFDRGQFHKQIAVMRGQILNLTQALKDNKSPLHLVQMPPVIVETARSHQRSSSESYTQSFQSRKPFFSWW
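ADP-Glo luminescence measured ADP generated by PI4K2A enzyme (4 ug/mL before mixing) with 1.2 mM PI substrate (pre-mix) and 300 microM ATP (pre-mix). Tris pH7.5 buffer with MgCl2, Triton X-100; 1 h reaction at ambient temperature.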
TrxR1 substrate: is turned over as a substrate by rat TrxR1 | purified TrxR1 substrate turnover, NADPH consumption readout | AID 588456 | Potency, µM (doses to about 114 µM), for inactives: at the highest dose activity change, negative = substrate turnover | 390,000 compounds, 0.01% hits | O89049; further: potency means the concentration at half of the fitted maximal effect; on the % scale 0 is the no-effect control and ±100 the full control effect; nearly all actives have a fitted effect of over 50% in size
Target sequence (O89049 whole entry, looked up): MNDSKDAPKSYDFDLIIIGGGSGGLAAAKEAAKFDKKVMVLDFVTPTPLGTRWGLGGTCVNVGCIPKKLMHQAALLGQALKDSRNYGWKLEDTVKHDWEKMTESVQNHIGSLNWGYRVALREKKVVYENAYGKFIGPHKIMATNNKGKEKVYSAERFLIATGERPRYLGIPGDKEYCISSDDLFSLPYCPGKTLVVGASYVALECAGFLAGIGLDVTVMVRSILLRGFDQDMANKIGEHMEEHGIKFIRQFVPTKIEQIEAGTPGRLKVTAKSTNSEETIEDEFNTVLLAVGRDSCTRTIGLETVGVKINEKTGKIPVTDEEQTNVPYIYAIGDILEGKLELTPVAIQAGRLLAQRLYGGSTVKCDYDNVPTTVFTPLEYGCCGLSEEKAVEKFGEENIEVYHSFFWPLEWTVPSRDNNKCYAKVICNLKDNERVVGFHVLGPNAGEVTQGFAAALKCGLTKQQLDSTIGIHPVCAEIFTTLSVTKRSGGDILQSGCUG
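Rat TrxR1, dispensed at 90 nM, was prereduced with 400 uM NADPH (final) for 5 min at ~22 deg C, then incubated with compound 15 min before 400 uM selenite. A first-read NADPH fluorescence drop versus no-compound background flagged substrates.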
TRHR PAM: allosteric enhancers of human TRH receptor; P34981; TRHR cells, fluo-8 calcium fluorescence, EC20 TRH enhancement; enhancement, % at 2 µM; 360,000 compounds, 0.66% hits; in the data active means enhancement above about 30%; further: 0% is about no effect
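TRHR-expressing cells loaded with fluo-8 calcium dye were read kinetically (ex 480/em 530) during compound addition, then stimulated with an EC20 of TRH (10 nM final). Enhancement of the Gq-mediated intracellular calcium response was scored.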
TrxR1 inh: rat TrxR1 inhibition; O89049; recombinant rTrxR1, NADPH fluorescence consumption, selenite substrate; Potency, µM (series often up to 114 µM), for the others: at the top dose activity change, negative = inhibition, most hits filed as inhibitors; 390,000 compounds, 1% hits; AID 588453; further: potency means the concentration at half of the fitted maximal effect; on the % scale 0 is the no-effect control and ±100 the full control effect; nearly all actives have a fitted effect of over 65% in size
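Rat TrxR1 (90 nM in the dispensed reagent) was pre-reduced with 400 uM NADPH for 5 min at room temperature, then incubated with compound for 15 min. After 400 uM selenite was added, NADPH fluorescence (Ex 340/Em 450 nm) was followed for 8 min.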
mIDH1 inhibitor: inhibitors of human mutant IDH1 R132H | O75874 | IDH1-R132H enzyme, NADPH consumption, diaphorase/resazurin fluorescence | Potency, µM (highest dose often 76.6 µM), inactives show top-dose activity change, negative = inhibition, usual class: inhibitors | 390,000 compounds, 0.093% hits | AID 602179; further: potency means the concentration at half of the fitted maximal effect; on the % scale 0 is the no-effect control and ±100 the full control effect; nearly all actives have a fitted effect of over 65% in size
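IDH1-R132H (0.5 ug/mL) preincubated 30 min with compound, then NADPH (0.016 mM) and alpha-KG (2 mM) added; 80 min at RT, pH 7.5. Remaining NADPH coupled via diaphorase/resazurin to fluorescence (540/590 nm); concentration-response curves normalized to no-enzyme control.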
TRHR ag: activates the human TRH receptor; P34981; TRHR cells, calcium flux fluo-8, FDSS agonist mode; activation, % at 2 µM; 360,000 compounds, 0.18% hits; in the data active means activation above about 30%; further: 0% is about no effect
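Agonist-mode FDSS calcium read (Ex 480/Em 530, 1 s cycles) in 1536-well TRHR cells with fluo-8 dye, after 10-cycle baseline and 23 nL compound addition; TRH at EC20 (10 nM final) added afterwards for the enhancer phase.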
D2 ag: activates the human D2 dopamine receptor; HEK293 T-REx D2 cells, calcium flux agonist mode; 340,000 compounds, 0.53% hits; activation, % at 2 µM; P14416; AID 485358;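 active means activation over 3 SD above normal in the single-dose calcium agonist read, cut at about 30% in these data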; further: 0% is about no effect
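HEK293 Trex D2 cells, tetracycline-induced, o/n 30 C 5% CO2; no-wash Ca dye, RT 30–90 min; 10-cycle baseline, 23 nl cpd added, kinetic Ca read 180 s; agonist hits = positive Ca response.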
USP1-UAF1 inh: inhibitors of human USP1/UAF1 deubiquitinase; Potency, µM (top dose mostly 57.1 µM), without a hit: at the highest dose activity change, negative = inhibition, hits mostly inhibitors; recombinant USP1/UAF1, Ub-Rhodamine cleavage fluorescence; 390,000 compounds, 0.23% hits; further: potency means the concentration at half of the fitted maximal effect; on the % scale 0 is the no-effect control and ±100 the full control effect; nearly all actives have a fitted effect of over 60% in size; inactives centre near -12
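USP1/UAF1 complex at 1 nM was preincubated with compound for 15 min at room temperature, then Ub-Rho substrate (150nM final) was added. Fluorescence (480/540 nm) was read kinetically, 6 reads every 60 seconds.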
Active calls of the source: *; ? = inconclusive; / = no result given; & = joins results of further samples; [ ] = dose if it differs, or a comment. Unless noted, the call rests on the fitted dose curve; in most records, active means well fitted inhibition curve with a large enough effect; inconclusive means small, poorly fitted or top-dose-only effect; inactive means no such curve, though single readings can be large or run the other way.

SMILES	D2 antag	PI4K2A block	TrxR1 substrate	TRHR PAM	TrxR1 inh	mIDH1 inhibitor	TRHR ag	D2 ag	USP1-UAF1 inh
CCOCCCNC(=O)Nc1cc(C(=O)NCc2ccc(C(C)C)cc2)ccc1N1CCCC1	/	-1	7%[57.1 µM]	-3	31%[57.1 µM]	-13%	-1.4	0.4	?
Cn1c(=O)cc(SCC(=O)NCc2cccnc2)c2ccccc21	4	6	-4%	0	-20%	8%	0.0	0.8	-8%
COc1ccc(-c2cc(C(=O)NCCN3CCOCC3)c3ccccc3n2)cc1OC	2	5	-3%	2	1%	-1%	0.2	0.0	-3%
CCN(CC)S(=O)(=O)c1ccc(C)c(NC(=O)CSc2nc3ccccc3[nH]2)c1	/	4	-3%	-5	-2%	6%	-0.2	/	-15%
O=C(COC(=O)c1ccccc1O)NC(=O)c1ccc(OC(F)F)cc1	5	-4	34%[activator]	-6	23%	-7%	-1.9	/	-28%
Cc1ccc(OCCC(=O)OCc2csc(CC(=O)Nc3ccccc3C)n2)cc1	-1	6	-2%	1	12%	4%	-1.0	-0.2	-24%
O=C(CCCN1C(=O)c2ccccc2C1=O)NCCCn1ccnc1	9	-5	6%	-4	7%	0%	1.1	0.1	-23%
NC(=O)NO	11	-3&-5&3	?	-1	?	0%	0.4	-0.4	-11%
N#Cc1c(NC(=O)CCCN2C(=O)c3ccccc3C2=O)oc(-c2ccccc2)c1-c1ccccc1	-4	-6	-7%	1	-15%	4%	0.7	1.0	-1%
Cc1ccc(OCC(=O)Nc2cccc(-c3nnc(-c4ccccc4)o3)c2)c(C)c1	-15	-1	5%	2	2%	9%	1.3	0.6	-18%
COc1cc2[nH]c(=S)n(Cc3ccco3)c(=O)c2cc1OC	3	-20	5%	-4	-20%	-3%	-0.7	0.9	1%
COc1cccc(C(=O)Nc2ccc(-n3nncc3C(C)(C)C)cc2)c1	-10	6	0%[57.1 µM]	1	11%[57.1 µM]	1%	3.1	-0.1	-22%
Cc1ccc(Sc2ncccc2COC(=O)Nc2ccccc2)cc1	-3	7	-13%	-3	17%[57.1 µM]	-1%	0.8	-0.6	-17%
COc1ccc(C(=O)NCc2nnc(SCC(=O)NCc3ccc(F)cc3)o2)cc1	-21	2	0%	-1	18%	-3%	0.1	0.8	8%
O=C(O)CN(c1ccccn1)S(=O)(=O)c1ccccc1	-15	6	85%[activator]	9	-12%	9%	1.9	1.6	-8%
CCc1cccc(C)c1NC(=O)CCOc1ccccc1	-1	4	5%[57.1 µM]	8	0%[57.1 µM]	5%	-0.8	-0.3	-7%
COc1cc(S(=O)(=O)N2CCN=C2c2ccccc2)ccc1F	18	-3	1%	0	11%	5%	0.0	-0.2	1%
O=C(CCCCCn1c(=O)[nH]c2ccsc2c1=O)NCc1ccc2c(c1)OCO2	/	1	12%	/	14%	6%	/	/	-15%
Cc1ccc(CN(C(=O)COc2ccc(Br)cc2)c2ccccn2)o1	/	0	-1%	0	-17%	-6%	-0.5	-1.5	-20%
CCc1nc(SCC(=O)Nc2nnc(CC)s2)c2c(=O)n(C)c(=O)n(C)c2n1	-2	-4	7%	4	21%	0%	0.2	/	-16%
CCCCC(C(=O)NC1CCCC1)N(Cc1ccco1)C(=O)Cn1nnc(-c2ccc(F)cc2)n1 (stereo unspecified)	/	-15	-4%[57.1 µM]	1	-10%	-1%	-0.6	/	-8%
O=C(CN1CCN(c2ccc([N+](=O)[O-])cc2Cl)CC1)N1CCOCC1	-9	3	-2%	-7	2%	-13%	1.0	0.0	-16%
CCCC(=O)Nc1cccc2c1CCCC2	-18	1	0%	49*	1%	0%	-0.3	-0.2	-6%
COc1ccc(OC)c(-c2nnc(SCC(=O)NC3CCCCC3)o2)c1	1	-3	-9%[57.1 µM]	2	8%[57.1 µM]	9%	-1.2	0.0	-16%
O=C(c1cc2cc3ccc(Cl)cc3nc2o1)N1CCN(Cc2ccc3c(c2)OCO3)CC1	/	0	-2%	/	4%	-4%	/	/	0%
CN(C(=O)CSc1nnnn1-c1ccc(Cl)cc1)C1CCS(=O)(=O)C1 (stereo unspecified)	/	-1	1%	/	5%	-9%	/	/	-6%
Oc1cc(NCc2cccnc2)ccc1-c1nc2ccccc2o1	-5	-8	23%[57.1 µM]	1	49%[activator][57.1 µM]	2%	1.0	-1.2	-16%
Cc1cc(C)c2[nH]c(O)c(N=Nc3ccc(C(=O)O)cc3)c2c1	-1	-1	-3%	-15	16%	-2%	1.3	1.5	-14%
CC(=O)c1sc(Nc2nc3cc4c(cc3s2)OCO4)nc1C	-18	6	-7%	-3	19%[57.1 µM]	0%	3.1	1.0	-6%
Cc1csc(NC(=O)CSc2nnc(Cc3cccn3C)n2-c2ccc(F)cc2)n1	24	3	-5%	-3	-23%	10%	0.5	1.9	-25%
Cn1c(=O)[nH]c(=O)c2c1nc(N/N=C/c1ccncc1)n2Cc1ccc(Cl)cc1	14	0	4%[57.1 µM]	-8	-4%[57.1 µM]	2%	1.8	-0.1	-27%
NC(=O)C1CCN(C(=O)/C=C/c2cc(Br)ccc2F)CC1	-22	0	2%[57.1 µM]	0	31%[57.1 µM]	-3%	0.8	0.3	0%
O=C(COC(=O)c1ccccc1O)Nc1cccc(S(=O)(=O)N2CCCC2)c1	17	0	3%	-1	26%	-7%	0.0	-1.0	-26%
COc1cccc(-c2nnc(SCC(=O)N3CCOCC3)o2)c1	-4	-5	-3%	-4	15%[57.1 µM]	5%	0.3	0.0	-18%
CCN1C(=O)[C@H]2[C@@H](c3ccc(-c4ccc(OC)cc4)cc3)N3CCC[C@@]3(C(=O)OC)[C@H]2C1=O	4	-5	24%[57.1 µM]	7	-14%	2%	0.4	-0.8	-21%
CCCCc1ccc(NC(=O)N2CCNC(=O)C2CC(=O)Nc2ccsc2C(=O)OC)cc1 (stereo unspecified)	2	2	4%[57.1 µM]	-4	7%[57.1 µM]	2%	0.1	1.1	-11%
Cc1ccc(-c2nnc(Nc3ccc(CC(N)=O)cc3)c3ccccc23)cc1S(N)(=O)=O	-8	3	-2%	52*	-1%	-10%	0.2	-0.6	-8%
COc1cccc(/C=N/Nc2ccc([N+](=O)[O-])cn2)c1O	/	-3	0%[57.1 µM]	1	2%[57.1 µM]	1%	1.1	/	-20%
CC(C(=O)OCC(=O)c1cccc([N+](=O)[O-])c1)N1C(=O)C2C3CCC(C3)C2C1=O (stereo unspecified)	-1	-2	3%	4	7%	0%	-0.1	-0.2	-19%
CC(C)OCCCNC(=O)c1cc(-c2cccnc2)nc2ccccc12	-13	10	5%	-5	12%	4%	0.2	-0.6	-15%

Gathered by group: those above with bromine
SMILES	D2 antag	PI4K2A block	TrxR1 substrate	TRHR PAM	TrxR1 inh	mIDH1 inhibitor	TRHR ag	D2 ag	USP1-UAF1 inh
Cc1ccc(CN(C(=O)COc2ccc(Br)cc2)c2ccccn2)o1	/	0	-1%	0	-17%	-6%	-0.5	-1.5	-20%
NC(=O)C1CCN(C(=O)/C=C/c2cc(Br)ccc2F)CC1	-22	0	2%[57.1 µM]	0	31%[57.1 µM]	-3%	0.8	0.3	0%

A different layout for 3 compounds above.
| SMILES | D2 antag | PI4K2A block | TrxR1 substrate | TRHR PAM | TrxR1 inh | mIDH1 inhibitor | TRHR ag | D2 ag | USP1-UAF1 inh |
| --- | --- | --- | --- | --- | --- | --- | --- | --- | --- |
| Cn1c(=O)[nH]c(=O)c2c1nc(N/N=C/c1ccncc1)n2Cc1ccc(Cl)cc1 | 14 | 0 | 4%[57.1 µM] | -8 | -4%[57.1 µM] | 2% | 1.8 | -0.1 | -27% |
| NC(=O)C1CCN(C(=O)/C=C/c2cc(Br)ccc2F)CC1 | -22 | 0 | 2%[57.1 µM] | 0 | 31%[57.1 µM] | -3% | 0.8 | 0.3 | 0% |
| O=C(COC(=O)c1ccccc1O)Nc1cccc(S(=O)(=O)N2CCCC2)c1 | 17 | 0 | 3% | -1 | 26% | -7% | 0.0 | -1.0 | -26% |

(listing goes on)
SMILES	D2 antag	PI4K2A block	TrxR1 substrate	TRHR PAM	TrxR1 inh	mIDH1 inhibitor	TRHR ag	D2 ag	USP1-UAF1 inh
COc1cc(C2=NOC(C(=O)N3CCOCC3)C2)cc(OC)c1OC (stereo unspecified)	10	1	10%	1	24%	2%	0.0	-0.1	-15%
Cc1ccc(C(=O)NCC(=O)N(C)Cc2ccc(Cl)cc2Cl)s1	-12	6	4%	3	8%	5%	0.0	-0.9	-12%
O=C(OCc1cc(=O)n2nc(C3CC3)sc2n1)c1ccc(NC(=O)c2ccccc2F)cc1	/	-1	1%[57.1 µM]	-3	2%[57.1 µM]	-2%	0.2	1.3	4%
CN(Cc1cccs1)C(=O)CSc1nc(N)cc(N)n1	1	10	7%[57.1 µM]	-4	9%[57.1 µM]	2%	-0.4	-1.7	-15%
COc1ccccc1NC(=O)Cn1c(=O)n(CC2CCC(C(=O)NCCc3ccccc3)CC2)c(=O)c2ccccc21 (stereo unspecified)	/	1	-5%	6	-10%	-3%	-0.4	-1.2	-13%
CN1CCN(c2ccc(S(=O)(=O)N3CCOCC3)cc2NC(=O)C2CCCCC2)CC1	/	-3	5%	/	10%	12%	/	/	-12%

Filtered by structure: the compounds so far containing a nitro group on carbon (3)
SMILES	D2 antag	PI4K2A block	TrxR1 substrate	TRHR PAM	TrxR1 inh	mIDH1 inhibitor	TRHR ag	D2 ag	USP1-UAF1 inh
O=C(CN1CCN(c2ccc([N+](=O)[O-])cc2Cl)CC1)N1CCOCC1	-9	3	-2%	-7	2%	-13%	1.0	0.0	-16%
COc1cccc(/C=N/Nc2ccc([N+](=O)[O-])cn2)c1O	/	-3	0%[57.1 µM]	1	2%[57.1 µM]	1%	1.1	/	-20%
CC(C(=O)OCC(=O)c1cccc([N+](=O)[O-])c1)N1C(=O)C2C3CCC(C3)C2C1=O (stereo unspecified)	-1	-2	3%	4	7%	0%	-0.1	-0.2	-19%
